Screening results deposited in PubChem BioAssay by several laboratories.
NTR1 ag: agonists of NTR1, primary screen, imaging, U2OS cells, beta-arrestin-GFP, high content (AID 493036); P30989; NTR1-U2OS beta-arrestin-GFP spot imaging, agonist mode; activation, % at 20 µM; hit rate 0.17% among 330,000;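 active = activation at or above 40% of the spot to cytoplasm intensity ratio, with at least 20 cells analyzed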;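 note: 0% = DMSO without peptide and 100% = 100 nM NTR1 peptide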
Target sequence (P30989 whole entry, looked up): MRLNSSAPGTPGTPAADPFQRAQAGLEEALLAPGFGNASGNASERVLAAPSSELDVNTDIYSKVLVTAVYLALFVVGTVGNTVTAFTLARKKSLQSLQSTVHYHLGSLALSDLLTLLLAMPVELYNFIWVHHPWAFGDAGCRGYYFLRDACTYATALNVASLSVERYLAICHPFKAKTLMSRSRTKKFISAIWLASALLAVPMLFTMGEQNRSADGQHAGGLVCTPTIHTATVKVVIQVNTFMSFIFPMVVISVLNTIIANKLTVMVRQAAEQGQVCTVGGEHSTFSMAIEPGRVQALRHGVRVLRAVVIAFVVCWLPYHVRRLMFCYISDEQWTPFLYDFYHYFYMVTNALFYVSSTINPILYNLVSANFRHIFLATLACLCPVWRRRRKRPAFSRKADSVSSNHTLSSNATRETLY
HIV fusion peptide: cell-free HIV fusion peptide-binding blockers – biochemical, uHTS, fluorescence dequenching, primary screen (AID 1986); cell-free peptide binding, fluorescence dequenching, 30 min; higher % means a stronger effect; inhibition, % at 20 µM, or IC50 in µM where a hit was titrated; hit rate 0.3% among 290,000; in the data active = inhibition mostly above about 52%, no sharp cut-off; inactive = mostly below about 76%; note: some results filed as inactive read as strong as hits
MgcRacGAP inhibition: MgcRacGAP GTPase-activating activity inhibitors, confirmation, biochemical, ADP Hunter fluorescence | hit rate 0.6% among 340,000 | AID 624330 | inhibition, % at 30 µM, or IC50 in µM where a hit was titrated | MgcRacGAP-stimulated Rac1 GTP hydrolysis, ADP Hunter fluorescence; higher % means a stronger effect; GST-tagged Rac1 F28L mutant substrate;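 active = first-screen hits whose inhibition reached a set limit at any dose in the follow-up dose series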;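 note: fluorescence reports GDP produced by GAP-driven GTP hydrolysis; strong numbers were not always called active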
PhoP inhibition: PhoP-dependent GFP reporter repression – Salmonella Typhimurium, primary screen (AID 1863) | hit rate 0.16% among 300,000 | S. Typhimurium PhoP-regulated promoter GFP reporter, 4 h; higher % means a stronger effect | inhibition, % at 50 µM, or IC50 in µM where a hit was titrated;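 active = inhibition over 29.93%, a cutoff 3 SD above the screen mean, later confirmed by dose response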;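 note: 0% = low Mg2+ inducing control and 100% = high Mg2+ repressing control; strong numbers were not always called active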
GPR35 antagonists: inhibition of zaprinast-stimulated GPR35 beta-arrestin translocation – imaging, U2OS, beta-arrestin-GFP, zaprinast agonist, primary screen (AID 2058). U2OS GPR35 beta-arrestin-GFP translocation imaging, zaprinast antagonism; higher % means a stronger effect. inhibition, % at 10 µM, or IC50 in µM where a hit was titrated. hit rate 0.052% among 290,000;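 active = inhibition of at least 50% with at least 30 cells and total cytoplasm GFP at most 10,000,000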
GPR55 antagonists: GPR55 antagonists blocking LPI-driven arrestin recruitment, primary screen, imaging, U2OS, beta-arrestin-GFP, LPI agonist (AID 2013); U2OS GPR55 beta-arrestin-GFP translocation imaging, LPI antagonism; higher % means a stronger effect; inhibition, % at 10 µM, or IC50 in µM where a hit was titrated; hit rate 0.13% among 290,000;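 active = spots per cell inhibited over 60%, with over 100 cells counted and total cytoplasm intensity under 500,000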;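 note: U2OS cells stably carrying GPR55 and arrestin-GFP stimulated by 5 µM LPI near EC80; imaged beta-arrestin-GFP aggregate spots per cell after agonist stimulation; plate controls were LPI-stimulated DMSO wells for no effect and DMSO wells without LPI for full effect; some results filed as inactive read as strong as hits; confirmed hits need IC50 under 10 µM and bright autofluorescent wells are also inconclusive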
Myeloid diff 2: promotes myeloid progenitor differentiation; ER-HoxA9 myeloid progenitors, lysozyme-GFP differentiation, flow cytometry; calls only at 10 µM; hit rate 1% among 360,000;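 active = normalized GFP-positive differentiation at or above the plate's own cutoff, the solvent-only control mean plus 3 SD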;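 note: cells exposed to compound for four days before flow analysis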
LYP inhibition: PTPN22 lymphoid phosphatase activity blockers – biochemical, fluorescence intensity, uHTS (AID 1779). recombinant LYP phosphatase, fluorescence intensity; higher % means a stronger effect. one-dose inhibition, % at 11.5 µM; IC50 in µM for titrated hits. hit rate 0.054% among 290,000; in the data active = inhibition above about 50%;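 note: plate controls were vehicle with enzyme for no effect and no enzyme for full effect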
Siah-1 displacement: Siah-1 peptide-binding antagonists, primary screen, biochemical, fluorescence polarization, rhodamine-plectin, uHTS (AID 1817); Siah-1 / rhodamine-plectin peptide fluorescence polarization; higher % means a stronger effect; one-dose displacement, % at 20 µM; IC50 in µM for titrated hits; hit rate 0.02% among 290,000;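 active = displacement of at least 50% at 20 µM, with a fluorescence ratio check between 0.3 and a set limit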;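 note: plate controls were Siah plus tracer with DMSO for no effect and tracer alone without Siah for full effect; strong numbers were not always called active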
NTR1 ag cell count 20 µM: second read-out of NTR1 ag, no call of its own (marks repeat the call); cell count; measured here: cell count, cytotoxicity flag
Myeloid diff 2 GFP+ MAC1+ %: recorded beside Myeloid diff 2, whose call it bears; GFP+ MAC1+ double positive, %; measured here: differentiation confirmed by MAC1 staining
* hit, by the source's call; i = inactive; . = not tested or not shown; & = joins results of further samples.

SMILES	NTR1 ag	NTR1 ag cell count 20 µM	HIV fusion peptide	MgcRacGAP inhibition	PhoP inhibition	GPR35 antagonists	GPR55 antagonists	Myeloid diff 2	Myeloid diff 2 GFP+ MAC1+ %	LYP inhibition	Siah-1 displacement
O=C(NC1CC1)c1ccc(CSCc2cccc(F)c2)o1	0.4	106	1.8%	10%	3%	18%	6%	i	2.2	2%	1%
Cc1onc(-c2ccccc2)c1C(=O)N/N=C/c1cc(Br)c(Br)o1	9.2	74	0.2%	7%	-6%	-5%	-16%	i	1.1	8%	-1%
COc1ccccc1-c1cc(C(=O)N/N=C/c2sccc2C)c2ccccc2n1	-1.0	51	-1.8%	7%	-1%	-2%	8%	i	0.5	5%	-3%
CC(C)(C)NC(=O)NC(=O)Cn1cc(C(F)(F)F)ccc1=O	1.0	99	116%	0%	24%	-14%	-12%	i	0.6	-6%	2%
CC(/C=N\NC(=O)c1cc(C)oc1C)=C\c1ccccc1	-1.2	68	0.2%	10%	-6%	-9%	3%	i	0.7	-6%	13%
CN(CCOc1ccc(Cl)cc1)C(=O)CN1C(=O)NC2(CCCC2)C1=O	-0.4	56	.	12%	3%	.	.	i	1.1	.	.
COc1ccc(Cn2c(=O)[nH]c3cc(C(=O)N4CCN(c5ccccc5F)CC4)ccc3c2=O)cc1	3.8	63	4.4%	4%	-5%	-11%	-1%	i	1.2	13%	-1%
CCOC(=O)C1(CCOc2ccccc2)CCN(Cc2ccc(O)c(OCC)c2)CC1	0.8	63	-1.3%	8%	-5%	-9%	-4%	i	2.2	-6%	13%
Cc1c(C)c2ccc(OC(C)C(=O)NCCc3c[nH]c4ccccc34)cc2oc1=O (configuration not stated)	2.1	92	-1.1%	5%	4%	-8%	4%	i	2.4	-1%	-1%
COc1cc(NS(=O)(=O)c2ccc(Br)cc2)c(OC)cc1NC(=O)c1ccco1	0.6	101	-0.5%	12%	4%	-1%	-4%	i	1.2	-1%	0%
Cc1ccc(-n2nnnc2SCc2ccc(C(=O)O)cc2)cc1C	-0.6	43	3.0%	8%	15%	-5%	-8%	i	0.8	-8%	-3%
CCOC(=O)c1cnn(Cc2ccccc2Cl)c1N	1.2	72	0.3%	9%	-5%	10%	1%	i	0.8	-9%	2%
O=C(c1ccc(-n2cncn2)c([N+](=O)[O-])c1)N1CCN(S(=O)(=O)c2ccccc2F)CC1	2.2	73	.	11%	-8%	.	.	i	1.0	.	.
COc1ccc(C(=O)N2N=C(c3cccc(OC)c3)CC2(O)C(F)(F)F)cc1 (configuration not stated)	8.4	88	-1.9%	13%	1%	-10%	27%	i	0.1	-7%	-3%
Cn1c(=O)c([N+](=O)[O-])c(NCc2ccccc2Cl)c2ccccc21	2.7	44	-2.8%	8%	-5%	-2%	-8%	i	0.5	-3%	4%

Brought forward from above: three entries; new compounds follow.
SMILES	NTR1 ag	NTR1 ag cell count 20 µM	HIV fusion peptide	MgcRacGAP inhibition	PhoP inhibition	GPR35 antagonists	GPR55 antagonists	Myeloid diff 2	Myeloid diff 2 GFP+ MAC1+ %	LYP inhibition	Siah-1 displacement
O=C(c1ccc(-n2cncn2)c([N+](=O)[O-])c1)N1CCN(S(=O)(=O)c2ccccc2F)CC1	2.2	73	.	11%	-8%	.	.	i	1.0	.	.
COc1ccc(C(=O)N2N=C(c3cccc(OC)c3)CC2(O)C(F)(F)F)cc1 (configuration not stated)	8.4	88	-1.9%	13%	1%	-10%	27%	i	0.1	-7%	-3%
Cn1c(=O)c([N+](=O)[O-])c(NCc2ccccc2Cl)c2ccccc21	2.7	44	-2.8%	8%	-5%	-2%	-8%	i	0.5	-3%	4%
O=C1CCCCN1CC(=O)N1CCCC(Nc2ccc(F)cc2)C1 (configuration not stated)	-0.2	68	-2.4%	0%	-6%	-5%	6%	i	1.1	-11%	3%
Cc1ccc(OCC(O)CN2CCN(Cc3ccc4c(c3)OCO4)CC2)c(C)c1 (configuration not stated)	3.1	56	3.0%	-3%&3%	19%	17%	19%	i	1.1&2.2	-2%	5%
O=C(Nc1ccc(Cc2nc3ccccc3s2)cc1)c1ccncc1	2.9	69	-0.8%	7%	4%	-9%	4%	.	.	-2%	1%
COCCNC(=O)C(c1cccs1)N(C(=O)Cn1nnc2ccccc21)c1ccc2c(c1)OCO2 (configuration not stated)	2.4	46	-1.8%	-1%	8%	12%	-2%	i	1.6	-7%	-3%
O=C(CNC(=O)c1ccc(Br)o1)Nc1cccc(-c2cnc3ccccc3n2)c1	7.2	36	-1.4%	10%	-5%	-3%	2%	i	1.2	2%	0%
O=C(c1ccc(F)cc1)N1CCC(N2CCOCC2)CC1	-0.2	70	-1.8%	8%	-12%	-12%	8%	i	0.7	-4%	-2%
Clc1ccccc1C1CC(c2ccccc2)Nc2ncnn21 (configuration not stated)	-0.3	61	-2.1%	-4%	11%	-12%	3%	i	2.5	0%	2%
O=C(Oc1ccc(=O)n(-c2ccccc2)n1)c1ccc(Cl)cc1	1.7	62	2.4%	10%	-24%	-3%	-8%	i	0.0	0%	0%
O=C(Oc1coc(CSc2ncccn2)cc1=O)c1ccccc1[N+](=O)[O-]	1.4	71	-0.4%	11%	2%	13%	10%	i	0.4	-7%	-12%
O=c1[nH][nH]c2cc(=O)n(-c3ccc(Cl)cc3)nc12	1.7	75	47%	18%	-1%	-41%	-5%	i	1.2	-3%	32%
CCN(C(=O)COC(=O)c1cccs1)c1c(N)n(Cc2ccccc2)c(=O)[nH]c1=O	0.1	47	.	6%	1%	.	.	i	0.5	.	.
Cc1cc(S(=O)(=O)NCc2ccc3c(c2)OCO3)ccc1F	1.3	53	-0.9%	4%	-1%	2%	4%	i	0.3	-13%	1%
CCOC(=O)C1C(c2cc(OC)c(O)c(OC)c2)NC(=S)NC1(O)C(F)(F)F (configuration not stated)	3.3	52	1.9%	4%	2%	12%	6%	i	0.1	-3%	-3%
CCOC(=O)c1[nH]c2ccc(OC)cc2c1C	0.6	55	-0.8%	8%	16%	-14%	-3%	i	0.7	-1%	6%
CCCC1COC(Cn2cncn2)(c2ccc(C)cc2)O1 (configuration not stated)	-0.6	43	-1.3%	5%	-5%	0%	6%	i	8.6	-5%	3%
CC(=O)Nc1ccc(N2CCC(C)CC2)c([N+](=O)[O-])c1	1.2	47	-2.2%	2%	-6%	-5%	3%	i	0.1	7%	9%
Cc1nnc(SCc2ccccc2)[nH]c1=O	0.5	38	-0.7%	4%	.	4%	3%	i	0.1	-10%	-6%
O=C(Nc1ccc(N2CCOCC2)c(Cl)c1)c1ccccc1Cl	-0.5	83	1.0%	4%	.	-1%	0%	i	0.2	5%	2%
O=C(CC1C(=O)NCCN1Cc1ccc(F)c(F)c1)NCCn1cccn1 (configuration not stated)	0.2	46	2.5%	9%	14%	1%	10%	i	0.2	-8%	2%
O=S1(=O)CCN(Cc2ccccc2Cl)CC1	2.6	44	2.4%	3%	0%	4%	0%	i	1.0	-3%	2%
CCC(Sc1nccn1C)C(=O)Nc1nnc(C)s1 (configuration not stated)	-3.2	48	0.9%	3%	-2%	-2%	-6%	i	2.0	-6%	1%
COc1cccc(CN2CCCC(N3CCc4ccccc4C3)C2)c1O (configuration not stated)	-0.7	55	1.7%	3%	1%	-3%	5%	i	1.6	-4%	0%
COC(=O)CCn1nnc(-c2cccs2)n1	0.1	85	-1.6%	-3%	11%	-12%	1%	i	1.3	1%	3%
O=c1c2ccccc2cnn1-c1ccc2ccccc2c1	-1.6	43	-2.4%	15%	4%	-9%	19%	i	0.5	-7%	-4%
O=C(NNc1nc(-c2ccc(Cl)cc2)cs1)c1ccco1	1.4	50	9.1%	5%	16%	3%	-11%	i	0.9	1%	-4%
COC(=O)c1scc(C)c1S(=O)(=O)Nc1ccc(C)cc1	0.3	51	-0.8%	10%	-7%	1%	-5%	i	0.5	-8%	-1%
O=C(CCC(=O)N1CCOc2ccccc21)Nc1ccc(F)cc1F	1.0	94	-0.2%	8%	.	-13%	19%	i	2.5	-9%	1%
O=S(=O)(NCc1ccc2c(c1)OCO2)c1c(F)cc(F)cc1Br	0.8	50	-1.2%	4%	-3%	-2%	-3%	i	1.0	-13%	1%
O=C(COc1ccc2c3c(c(=O)oc2c1)CCC3)NCCCN1CCOCC1	-1.7	57	0.1%	16%	-8%	-8%	-3%	i	2.1	-10%	11%
CC1CC(C)CN(C(=O)/C(=C\c2ccccc2)c2ccccc2)C1 (configuration not stated)	-0.9	54	0.9%	-14%	-6%	-2%	6%	i	0.8	6%	4%
O=C(Nc1ccccc1NS(=O)(=O)c1ccc(F)cc1)C1CCC1	0.6	62	-0.5%	3%	7%	10%	-8%	i	0.7	-5%	1%
Cc1cccc(-c2ncc(CN3CCC(CO)(CCCc4ccccc4)CC3)cn2)c1	5.1	66	1.6%	0%	-2%	-7%	-13%	i	0.1	-14%	-4%
Cc1cc(C)c(C#N)c(SCC(=O)C2CC2)n1	-0.5	56	0.7%	.	-10%	0%	-4%	i	1.0	-10%	-1%
CC(Nc1n[nH]c(=O)[nH]c1=O)C(=O)N/N=C/c1ccccc1 (configuration not stated)	1.8	65	-2.0%	8%	-6%	-5%	6%	i	0.3	-2%	2%
COc1ccc(-c2cc(CNS(=O)(=O)c3ccc(NC(C)=O)cc3)on2)cc1	0.4	61	0.7%	8%	1%	0%	1%	i	0.7	-6%	-1%
CCOC(=O)c1cc(-c2ccccc2)sc1NC(=O)C(C)Sc1nnc(N)s1 (configuration not stated)	44*	42*	5.5%	9%	-1%	2%	-5%	i	0.7	5%	4%
O=C(O)c1ccc(S(=O)(=O)Nc2ccc(O)c(Sc3nc4ccccc4s3)c2)cc1	1.4	45	47%	16%	1%	-10%	-2%	i	0.1	11%	7%
CCOC(=O)N1CCC(N(CCN(C)C)C(=S)Nc2cc(Cl)cc(Cl)c2)CC1	3.4	50	0.2%	2%	-6%	-20%	20%	i	0.4	-9%	-2%
COCCN(C(=S)Nc1ccc(C)c(C)c1)C(C)c1ccco1 (configuration not stated)	3.4	54	1.6%	13%	1%	0%	10%	i	1.0	3%	-2%
COc1ccc(/C=C2\SC(=S)N(NC(=O)c3csc4c3CCCC4)C2=O)cc1	-3.1	96	-1.8%	5%	-10%	6%	-2%	i	0.5	3%	26%
Cc1ccc(CN2CCS(=O)(=O)CC2)cc1	-1.5	45	1.2%	8%	1%	9%	6%	i	0.5	-6%	-1%
